HCMV antiviral: qHTS Assay for inhibitors of the human cytomegalovirus (HCMV); HFF cells, HCMV-luciferase reporter, 72 h; stronger effect = lower value; hit rate 4.5% among 410,000; activity change, negative = inhibition, % at 57.5 µM; AID 1259415, 2018; in the data active = activity change below about -60%; inconclusive = no clear call, values can overlap the other calls; inactive = above about -39%
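Human foreskin fibroblasts infected with luciferase-reporter HCMV at MOI 1 PFU/cell, compounds at two doses. Luciferase measured 72 h post infection; normalized to buffer-only basal and Salinomycin (10uM) controls.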
Tb PYK inh: qHTS of Trypanosoma Brucei Inhibitors | AID 624173, 2012 | Potency, µM (highest dose often 76.8 µM), for inactives: at the highest dose activity, negative = inhibition, usual class: inhibitors | TbPYK enzyme, Kinase-Glo Plus ATP luminescence, 45 min | hit rate 0.12% among 410,000; note: potency is the fitted concentration of half-maximal effect; nearly all actives have a fitted effect of over 50% in size
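In this concentration-response screen, enzyme-free wells defined baseline while DMSO plates tracked drift. Each reaction combined TbPYK, substrate, compound and 130 uM ADP for 45 min at room temperature. Kinase-Glo Plus luminescence gave the signal.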
HCV inhibitor: qHTS Assay for Inhibitors of Hepatitis C Virus (HCV). hit rate 3.4% among 340,000. Potency, µM (series often up to 41.8 µM), for the others: at the highest dose activity change, negative = inhibition, actives largely listed as inhibitors. Huh7.5.1 HCVcc-Cre infection, luciferase reporter, 44 h. AID 651820, 2012; note: potency is the fitted concentration of half-maximal effect
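Compounds are dispensed onto cells plated 4 h earlier at 1,000 per well, with HCVcc-Cre virus (about 0.5 moi) added next. Following 44 h of culture, luminescent signal is measured for 15 sec after 15 min with substrate at room temperature.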
AmpC no deterg: qHTS Inhibitors of AmpC Beta-Lactamase (assay without detergent). P00811. AmpC nitrocefin hydrolysis, absorbance 480 nm, 0.0001% Triton. Potency, µM (doses to about 57.1 µM), without a hit: at the highest dose activity change, negative = inhibition, usual class: inhibitors. hit rate 0.52% among 330,000. AID 485341, 2010;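 note: potency is the fitted concentration of half-maximal effect; plate controls were no compound for no effect and no enzyme for full effect; nearly all actives have a fitted effect of over 20% in size; some results filed as inactive show a strong effect at the top dose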
Target sequence (P00811 whole entry, looked up): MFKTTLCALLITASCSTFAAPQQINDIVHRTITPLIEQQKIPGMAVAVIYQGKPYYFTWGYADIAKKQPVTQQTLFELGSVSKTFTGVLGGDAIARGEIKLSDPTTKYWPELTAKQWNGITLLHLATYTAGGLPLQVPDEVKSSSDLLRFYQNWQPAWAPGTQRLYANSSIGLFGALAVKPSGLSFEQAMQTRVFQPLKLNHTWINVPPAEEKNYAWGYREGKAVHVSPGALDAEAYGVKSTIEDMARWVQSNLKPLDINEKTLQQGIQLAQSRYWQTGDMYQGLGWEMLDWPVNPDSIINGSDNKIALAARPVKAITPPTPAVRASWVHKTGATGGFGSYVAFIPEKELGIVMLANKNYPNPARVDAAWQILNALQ
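AmpC (5.3 nM in the dispensed reagent) in 20 mM phosphate pH 7.0 with 0.01% (detergent screen) or 0.0001% Triton X-100 was preincubated with compounds for 15 min at room temperature. Nitrocefin was then added from an 800 uM solution, and hydrolysis was followed at 480 nm.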
AMA1-RON2 inh: qHTS for Inhibitors of AMA1-RON; Towards Development of Antimalarial Drug Lead: Primary Screen; Plasmodium falciparum AMA1 (3D7) - RON2 peptide interaction; AlphaScreen AMA1-biotinylated RON2 peptide binding; Potency, µM (titrated, usually from 58.2 µM), inactives show at the top dose activity change, negative = inhibition, most hits filed as inhibitors; hit rate 0.2% among 360,000; AID 720542, 2013;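 note: potency is the fitted concentration of half-maximal effect; 0% = vehicle wells and -100% = peptide control; nearly all actives have a fitted effect of over 45% in size; some results filed as inactive show a strong effect at the top dose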
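AMA1 (3D7) with his tag at 25 nM final met compounds first, then biotinylated RON2 peptide at 25 nM; detection used donor plus acceptor beads, 10 µg/mL apiece, read by AlphaScreen after 30 min at room temperature.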
LmPK inhibitor: qHTS Assay for Inhibitors of Leishmania Mexicana Pyruvate Kinase (LmPK); Q27686; purified LmPK, Kinase-Glo ATP luminescence, 1 h; Potency, µM (doses to about 57.5 µM), for inactives: top-dose activity change, negative = inhibition, most hits filed as inhibitors; hit rate 0.37% among 290,000; AID 1721, 2009; note: potency is the fitted concentration of half-maximal effect
Target sequence (Q27686 whole entry, looked up): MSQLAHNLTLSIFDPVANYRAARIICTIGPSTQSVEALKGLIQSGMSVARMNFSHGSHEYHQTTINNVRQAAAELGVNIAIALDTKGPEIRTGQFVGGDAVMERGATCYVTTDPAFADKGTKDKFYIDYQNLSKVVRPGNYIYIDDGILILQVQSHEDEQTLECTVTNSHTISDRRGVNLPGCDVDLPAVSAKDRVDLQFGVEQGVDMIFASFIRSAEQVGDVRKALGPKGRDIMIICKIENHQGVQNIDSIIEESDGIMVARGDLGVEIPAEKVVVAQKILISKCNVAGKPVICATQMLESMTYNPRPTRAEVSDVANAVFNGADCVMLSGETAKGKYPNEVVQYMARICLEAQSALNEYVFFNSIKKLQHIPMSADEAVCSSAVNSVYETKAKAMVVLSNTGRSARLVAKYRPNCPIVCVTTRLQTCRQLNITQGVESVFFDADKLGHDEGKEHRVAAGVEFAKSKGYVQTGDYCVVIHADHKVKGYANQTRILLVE
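Purified LmPK (0.1 nM) with 0.5 mM PEP and 0.1 mM ADP in imidazole buffer pH 7.2 with MgCl2/KCl, 1 h at room temperature. ATP formed was read by luciferase luminescence and normalized to no-enzyme and uninhibited controls.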
AmpC detergent: qHTS Inhibitors of AmpC Beta-Lactamase (assay with detergent). hit rate 0.041% among 370,000. AID 485294, 2010. Potency, µM (highest dose often 114 µM), for the others: at the top dose activity change, negative = inhibition, actives largely listed as inhibitors. P00811. AmpC hydrolysis of nitrocefin, absorbance 480 nm, 0.01% Triton;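 note: potency is the fitted concentration of half-maximal effect; 0% = no-compound wells and -100% = no-enzyme wells; nearly all actives have a fitted effect of over 25% in size; some results filed as inactive show a strong effect at the top dose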
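AmpC (5.3 nM in the dispensed reagent) in 20 mM phosphate pH 7.0 with 0.01% (detergent screen) or 0.0001% Triton X-100 was preincubated with compounds for 15 min at room temperature. Nitrocefin was then added from an 800 uM solution, and hydrolysis was followed at 480 nm.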
* = called active by the depositor; ? = inconclusive; . = no result given; & = joins results of further samples; [ ] = remark or other dose. Unless noted, calls come from the whole dose curve; as a rule, active = well fitted curve in the direction sought with a large enough effect; inconclusive = small, poorly fitted or top-dose-only effect, or another doubt; inactive = no such curve, though single readings can be large; an effect the other way counts as inactive or inconclusive. Unless noted, % is set by controls: 0 for no effect and ±100 for the full control effect. Not a hit list. About 7.5% of those tested had a hit in this group.

nr	smiles	HCMV antiviral	AMA1-RON2 inh	AmpC detergent	HCV inhibitor	LmPK inhibitor	Tb PYK inh	AmpC no deterg
1	Cc1ccc(NS(=O)(=O)c2cccc(C(=O)N3CCOCC3)c2)cc1	-27	3%	-10%	11%	-2%	-8%	0%
2	O=C(Nc1ccccc1F)c1cnccn1	-15	7%	4%	23%	-4%	-2%	-2%
3	CC1CC(=O)Nc2ccccc2N1S(=O)(=O)c1cccs1 (stereo not drawn)	25	-18%	5%	16%	-2%	-5%	-4%
4	CN(C(=O)CSc1nnc(-c2ccccc2F)n1N)C1CCCCC1	0	1%[11.6 µM]	-7%	12%	.	4%	-15%
5	Cc1c(C(=O)OCC(=O)N2CCCCC2C)oc2ccccc12 (stereo not drawn)	39	22%	5%	6%	.	3%	-2%
6	O=C(c1ccc(Cl)s1)N(Cc1nnc(-c2ccccc2Cl)o1)C1CC1	-21	1%	-12%	0%	.	3%	-16%
7	CC(=O)Nc1nnc(SCC(=O)N2CCCc3ccccc32)s1	1	8%	?	9%	4%	-3%	-1%
8	COC(=O)C1(C)CCc2c(ccc3ccccc23)C1=O (stereo not drawn)	6	0%	.	.	.	3%	.
9	CC1=C(C(=O)N2CCOCC2)CC(CC(=O)NC2CCCCC2)C(=O)N1Cc1ccc(F)cc1 (stereo not drawn)	-8	-2%	.	.	.	6%	.
10	NC(=O)CCN1CCN(Cc2cn[nH]c2-c2cccc3ccccc23)CC1	-37	1%	1%	-1%	7%	-6%	-13%
11	C/C(CC(=O)NCc1ccc(Cl)cc1)=N\NC(=O)c1ccccc1F	4	38%[activator]	-4%	1%	2%	3%	1%
12	CCc1cc2c(=O)c(-c3nc4ccccc4n3C)c(C)oc2c(CN2CCN(CCO)CC2)c1O	-14	-12%	-13%	9%	-3%	1%	52%
13	CCCCn1nc2cc(C(=O)NC3CCCc4ccccc43)ccc2c1OCC (stereo not drawn)	?	-8%	4%	1.8µM*	1%	-2%	1%
14	Cc1nn(-c2ccc(N3CCCCC3)nn2)c(C)c1CCC(=O)Nc1cc(F)ccc1F	18	-5%	-3%	?	-4%	-3%	54%
15	c1ccc(C2CCC(N3CCC(N4CCCCC4)CC3)CC2)cc1 (stereo not drawn)	.	.	?	.	-9%	.	-31%
16	CCOC(=O)c1cc2c(=O)n3ccccc3nc2n(Cc2ccco2)c1=NC(=O)c1ccc(Br)cc1	-13	.	7%	.	.	-9%	.
17	Cc1ccc(F)cc1C(=O)N1CCC1(C)C(=O)O (stereo not drawn)	-25	21%	.	.	.	0%	.
18	O=C(NCc1ccc(F)cc1)C(c1ccccc1)N(C(=O)c1csnn1)C1CC1 (stereo not drawn)	-1	13%	4%	-2%	1%	5%	4%
19	Cn1c(=O)c2[nH]c(CCCCCCCc3nc4ccccc4[nH]3)nc2n(C)c1=O	-67*	-6%	.	8.9µM*	.	2%	.
20	CCc1ccccc1NC(=O)Nc1nnc(N2CCCC2)s1	-3	.	-10%	.	.	2%	.
21	COc1ccc(-c2cc(C(F)(F)F)n3nc(C)c(-c4ccccc4)c3n2)cc1OC	-10	.	17%	.	.	-2%	.
22	COc1cc(/C(C)=N/NC(=O)c2nnn(-c3nonc3N)c2-c2cccs2)ccc1O	0	5%	-4%	-29%	5%	-4%	-20%
23	CCCn1c(N)c(N(CCOC)C(=O)c2ccc(-c3ccc(Cl)cc3)o2)c(=O)[nH]c1=O	43	3%	?	6%	.	-3%	18%
24	CCCCOc1c(Cl)cc(CNC(C)(C)CO)cc1OCC	-9	0%	-10%	?	6%	4%	22%
25	NC(=O)c1cc([N+](=O)[O-])ccc1NCCN1C(=O)c2ccccc2C1=O	.	.	8%	.	0%	.	-20%
26	CCOC(=O)C1(Cc2cccc(OC)c2)CCCN(Cc2cc(C(C)C)n[nH]2)C1 (stereo not drawn)	-16	-18%	1%	-17%	-6%	-5%	113%[activator]
27	CC(C)(C)C1C/C(=C/c2ccccn2)C(=O)/C(=C/c2ccccn2)C1 (stereo not drawn)	.	5%	?	0.89µM*	0%	6%	-13%
28	COCCN(C(=O)c1cccc(-n2cnnn2)c1)c1c(N)n(CC(C)C)c(=O)[nH]c1=O	16	3%	1%	5%	.	2%	-19%
29	Cc1ccc(S(=O)(=O)NCC(=O)NCC(=O)N(C)Cc2ccc3ccccc3c2)cc1C	-23	0%	3%	10µM*	-16%	3%	44%
30	Cc1cc(C)cc(NC(=S)NCCc2c[nH]c3ccccc23)c1	-74*	43%[activator]	?	-19%	-1%	-2%	-29%
31	Cc1nc2ccccc2c(=O)n1NC(=O)c1cccc([N+](=O)[O-])c1	-7	7%	-1%	-1%	0%	-2%	-4%
32	CN(C)c1ccc(C2N(C)C(=O)c3ccccc3N2C)cc1 (stereo not drawn)	22	4%	-14%	-12%	2%	-6%	4%
33	NCc1ccc(S(N)(=O)=O)cc1	-25&-9	-2%&-11%	-15%	-4%&9%	-1%	-4%	-23%&0%
34	O=C(NCC1COc2ccccc2O1)C1(c2ccccc2)CCCC1 (stereo not drawn)	-19	-12%	-3%	7%	6%	2%	-15%
35	O=C(/C=C/c1cccs1)N1CCN(c2ccc(F)cc2)CC1	4	-1%	1%	8%	3%	0%	-4%
36	O=C1CC(/C=C/c2ccccc2)=Nc2ccccc2N1	-23	20%	-2%	-29%	-2%	2%	-14%
37	O=C(COc1ccccc1-c1ccccc1)N/N=C/c1ccncc1	-38	23%	2%	?	4%	5%	33%
38	Cn1cccc1CNCc1ccc(F)cc1	36	-21%	-20%	23%	3%	-9%	-18%
39	CC(C)n1c(=O)c2oc3ccccc3c2n(Cc2ccccc2F)c1=O	-38	.	-4%	.	.	0%	.
40	O=C(COC(=O)/C=C/c1cccc(C(F)(F)F)c1)NCc1ccccc1	4	3%	-14%	12%	-1%	3%	7.9µM*
41	O=C(Cc1ccccc1F)OCN1C(=O)c2ccccc2C1=O	-5	-5%	-3%	6%	-4%	0%	-14%
42	CCCS(=O)(=O)c1ccc(COC(=O)c2ccc(NC(C)=O)cc2)cc1	-9	-1%	8%	12%	6%	2%	15%
43	COc1ccc(C)cc1NC(=O)CCCN1C(=O)NC(C)(C)C1=O	33	6%	8%	-4%	.	4%	0%
44	O=C(O)c1nccnc1C(=O)NCc1csc2ccc(Cl)cc12	59	-10%	-7%	23%	-2%	-4%	-10%
45	CC(=O)c1ccc(NC(=O)N[C@@H](CC(C)C)C(=O)O)cc1	11	0%	0%	25%	-5%	-16%	-15%
46	Cc1ccccc1OCC(=O)OCC(=O)Nc1ncc(Cl)c(C)c1Cl	-8	-9%	3%	4%	.	-5%	-32%
47	N#Cc1cnn(-c2cccc(Cl)c2)c1N	?	-6%	3%	13%	-7%	5%	-2%
48	Cc1cccc(-n2c(Cc3cc(=O)[nH]c(=O)[nH]3)nnc2SCC(=O)NCc2ccco2)c1	-7	24%	.	6%	.	-16%	.
49	Cc1ccc(OCc2cc(C(=O)N3CCCC(O)C3)no2)cn1 (stereo not drawn)	0	-6%	?	-1%	-12%	0%	-8%
50	c1ccc2oc(C3=NNC(=NC4CC4)SC3)cc2c1	?	75%[activator]	-2%	13%	?	-13%	?
51	CC(=O)NN1C(=O)c2ccccc2NC1c1ccco1 (stereo not drawn)	42	27%	-15%	21%	-2%	-4%	-17%
52	O=C(CCc1ccc(S(=O)(=O)NCCc2ccccc2)cc1)N1CCN(Cc2ccc3c(c2)OCO3)CC1	-89*	.	?	.	0%	.	92%[activator]
53	C[C@H](CO)N1C[C@H](C)[C@@H](CN(C)C(=O)c2ccccc2)OCc2cn(nn2)CCCC1=O	11	0%	.	.	.	-5%	.
54	COc1ccc(S(=O)(=O)Nc2ccc(-c3ccc4nncn4n3)cc2)c(OC)c1	-27	-5%	-22%	6%	.	-10%	-11%
55	Cc1ccc(/C=C/C(=O)O)cc1S(=O)(=O)N(CCO)CCO	11	14%	9%	0%	10%	2%	-3%
56	COC(=O)c1sc2ccccc2c1-n1cccc1C(=O)C(=O)Nc1ccccc1	4	-16%	-10%	?	2%	-23%	-36%
57	Cc1cc(NC(=O)c2ccccc2C)no1	94	-8%	-6%	19%	-1%	-2%	-17%
58	O=C(NCc1ccc2c(c1)OCO2)c1ccc(CS(=O)Cc2cccc(Cl)c2)o1 (stereo not drawn)	-5	9%	?	-19%	1%	-1%	5%
59	O=C(c1cc2ccccc2oc1=O)N1CCN(c2ccccn2)CC1	25	-1%	-14%	13%	-1%	-3%	-8%
60	CC(=O)N1CCCc2cc(S(=O)(=O)N3CCC(C(=O)N(C)C4CCCCC4)CC3)ccc21	-32	.	3%	.	.	2%	.

Further entries follow:
nr	smiles	HCMV antiviral	AMA1-RON2 inh	AmpC detergent	HCV inhibitor	LmPK inhibitor	Tb PYK inh	AmpC no deterg
61	Clc1ccc2c(c1)-c1[nH]ncc1CS2	-61*	24%	-4%	-23%	1%	-7%	-52%
62	O=c1c(O)c(-c2ccccc2)oc2ccccc12	?	58%[activator]	.	-29%	.	-3%	.
63	CCCc1cc(=O)oc2c3c(cc(OCC(=O)N[C@@H](C)C(=O)O)c12)OC(C)(C)CC3	-31	10%	2%	20%	-6%	6%	-9%
64	CN1CCN(C(=O)CCN2C(=O)/C(=C\c3ccccc3F)SC2=S)CC1	-21	4%	?	?	9%	0%	63%[activator]
65	C=C1C(=O)O[C@@H]2C[C@@H](C)[C@@H]3C=CC(=O)[C@@]3(C)[C@@H](OC(=O)CC(=O)O[C@H]3[C@@H]4C(=C)C(=O)O[C@@H]4C[C@@H](C)[C@@H]4C=CC(=O)[C@]43C)[C@H]12	-98*	2%	0%	1.1µM*	-1%	-13%	127%[activator]

Part of the list above in order of number of heavy atoms, smallest number first:
nr	smiles	HCMV antiviral	AMA1-RON2 inh	AmpC detergent	HCV inhibitor	LmPK inhibitor	Tb PYK inh	AmpC no deterg
62	O=c1c(O)c(-c2ccccc2)oc2ccccc12	?	58%[activator]	.	-29%	.	-3%	.
64	CN1CCN(C(=O)CCN2C(=O)/C(=C\c3ccccc3F)SC2=S)CC1	-21	4%	?	?	9%	0%	63%[activator]
63	CCCc1cc(=O)oc2c3c(cc(OCC(=O)N[C@@H](C)C(=O)O)c12)OC(C)(C)CC3	-31	10%	2%	20%	-6%	6%	-9%
